IDE act: activators of human insulin-degrading enzyme in cells; 340,000 tested, 0.073% active; HEK cells, FAbeta-B cleavage, fluorescence polarization; 0% vehicle, 100% cell-free pure enzyme wells; activation, % at 5.96 µM; P14735; AID 493087;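 active = activation above the mean of all tested compounds plus 3 SD, set per screening campaign, cut at about 17% in these data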
Target sequence (P14735 whole entry, looked up): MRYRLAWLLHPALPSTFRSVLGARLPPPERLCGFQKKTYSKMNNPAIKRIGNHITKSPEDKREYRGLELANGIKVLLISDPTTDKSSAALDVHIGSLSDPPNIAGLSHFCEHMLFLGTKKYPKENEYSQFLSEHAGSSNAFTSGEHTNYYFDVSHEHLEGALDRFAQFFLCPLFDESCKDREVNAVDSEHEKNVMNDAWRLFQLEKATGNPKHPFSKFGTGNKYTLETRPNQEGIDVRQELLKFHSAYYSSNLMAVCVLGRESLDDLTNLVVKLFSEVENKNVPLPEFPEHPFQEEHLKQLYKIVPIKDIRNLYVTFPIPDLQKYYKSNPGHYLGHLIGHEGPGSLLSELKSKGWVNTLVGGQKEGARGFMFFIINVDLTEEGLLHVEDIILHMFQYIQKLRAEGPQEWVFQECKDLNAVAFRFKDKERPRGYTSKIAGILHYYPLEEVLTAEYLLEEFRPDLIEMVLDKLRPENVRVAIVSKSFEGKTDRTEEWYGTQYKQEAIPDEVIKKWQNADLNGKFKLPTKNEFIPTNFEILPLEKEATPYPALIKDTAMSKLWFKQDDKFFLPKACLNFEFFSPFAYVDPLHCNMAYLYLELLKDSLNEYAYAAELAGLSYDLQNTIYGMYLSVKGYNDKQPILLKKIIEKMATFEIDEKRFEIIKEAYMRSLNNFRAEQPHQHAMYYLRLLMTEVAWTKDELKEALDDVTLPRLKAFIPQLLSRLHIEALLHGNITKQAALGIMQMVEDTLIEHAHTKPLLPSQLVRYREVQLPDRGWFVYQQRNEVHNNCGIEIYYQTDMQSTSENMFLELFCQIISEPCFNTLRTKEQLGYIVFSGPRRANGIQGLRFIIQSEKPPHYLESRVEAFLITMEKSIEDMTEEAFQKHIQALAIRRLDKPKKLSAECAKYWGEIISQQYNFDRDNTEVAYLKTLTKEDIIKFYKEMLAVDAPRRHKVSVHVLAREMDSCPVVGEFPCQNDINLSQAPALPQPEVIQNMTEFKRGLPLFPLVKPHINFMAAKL
UBC9 SUMO inh: inhibitors of human SUMOylation (UBC9). HTRF SUMOylation assay, SAE1/SAE2 + UBC9, in vitro. inhibition, % at 35 µM. 290,000 tested, 0.36% active; in the data active = inhibition above about 50%, passing the limit was not always enough; note: strong numbers were not always called active
pCIP destab: p/CIP protein destabilization. 290,000 tested, 0.01% active. F442A p/CIP-EGFP cells, EGFP fluorescence, 16 h. decrease of EGFP signal, % at 10 µM. Q05BA5;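 active = EGFP signal decrease of at least 30% at 10 µM or well 3 SD below plate mean, unless failing retest; inactive = the rest, including hits failing retest or dose response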; note: some compounds called inactive have numbers as strong as hits; many of its hits are not listed in these tables
VIM-2 inhibitor: inhibitors of Pseudomonas aeruginosa VIM-2 metallo-beta-lactamase | inhibition, % at 5.6 µM | purified VIM-2, nitrocefin hydrolysis, epi-absorbance fluorescence | 290,000 tested, 0.89% active;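 active = inhibition above the mean of all tested compounds plus 3 SD, cutoff set per screening run, cut at about 7.5% in these data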;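 note: red hydrolysis product quenches plate fluorescence so inhibitors raise well fluorescence; 0% = enzyme with DMSO and 100% = DMSO without enzyme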
IMP-1 inh: inhibitors of Pseudomonas aeruginosa IMP-1 metallo-beta-lactamase | purified IMP-1, nitrocefin hydrolysis, epi-absorbance fluorescence | inhibition, % at 5.6 µM | 290,000 tested, 0.45% active | AID 1556;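 active = inhibition above the mean plus 3 SD of all compounds in the same screening run, cut at about 4.5% in these data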;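 note: 0% = IMP-1 with DMSO and 100% = DMSO wells lacking enzyme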
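Material – recombinant IMP-1 enzyme, purified · Amount – IMP-1 0.2 nM before substrate addition · Medium – HEPES buffer pH 7.1 with ZnSO4 and Brij 35 · Timing – 25 °C, 15 min preincubation, 25 min reaction · Measured by – plate fluorescence quenching by hydrolysis product, ex 480/em 530 nm · Read-out – percent enzyme inhibition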
DNA FID counter: fluorescent intercalator displacement, NS3 helicase counter-screen | 290,000 tested, 0.17% active | inhibition, % at 7.9 µM | DNA fluorescent intercalator displacement, fluorescence | AID 1845; in the data active = inhibition above about 37%;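 note: 0% = vehicle and 100% = reference compound; higher means more ethidium bromide displaced from hairpin DNA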
NS3 helicase inh: HCV NS3 helicase inhibition; NS3 helicase DNA unwinding, Cy5 molecular beacon fluorescence; inhibition, % at 10.9 µM; 290,000 tested, 0.56% active;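 active = inhibition above the mean of all tested compounds plus 3 SD, set per campaign, cut at about 35% in these data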;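 note: 0% = DMSO wells and 100% = thioflavine S control wells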
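Assay system – hepatitis C virus NS3 helicase domain fragment enzyme · Buffer or medium – MOPS pH 6.5, MgCl2, DTT, Tween20, BSA · Reagent – Cy5/quencher beacon DNA duplex and ATP to start · Compound – single 10.9 µM dose · Timing – 1 h at 25 °C · Technique – Cy5 beacon fluorescence read at start and 1 h · Measure – % inhibition of unwinding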
PHOSPHO1 block: PHOSPHO1 (human) inhibition. Q8TCT1. recombinant PHOSPHO1, absorbance phosphatase assay. inhibition, % at 13.3 µM. 290,000 tested, 1.1% active. AID 1565; in the data active = inhibition above about 60%
MEKK3 PB1 HTS: raises or lowers MEK5 binding to the human MEKK3 PB1 domain | binding response (% of control), % at 10 µM | 290,000 tested, 1.4% active | bead-based flow cytometry, Alexa488-MEK5 binding to MEKK3; actives lie on both sides; 0 = blocked by unlabeled MEK5, 100 = vehicle | AID 1529;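 active = binding response more than 3 SD above or below the average of its plate-row segment, actives on both sides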;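 note: Alexa488 bead fluorescence after subtracting the streptavidin-only scavenger bead signal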
* = called active by the depositor.

Screening CCOC(=O)Cc1csc(NC(=O)CCCC(=O)O)n1 returned UBC9 SUMO inh 24.5, pCIP destab -5.0, VIM-2 inhibitor 0.2, IMP-1 inh 0.1, DNA FID counter -9.7, NS3 helicase inh 0.3, PHOSPHO1 block 36.8 and MEKK3 PB1 HTS 100.0.
`Cc1ccc(C)c(NC(=O)COC(=O)CCC(=O)c2cccs2)c1` gave IDE act 0.7, UBC9 SUMO inh 6.2, pCIP destab -6.3, VIM-2 inhibitor -1.1, IMP-1 inh -1.2, DNA FID counter -14.5, NS3 helicase inh 2.7, PHOSPHO1 block 23.6 and MEKK3 PB1 HTS 88.0.
Screening COc1cccc(-c2ccc(SCC(=O)c3ccccc3)nn2)c1 returned IDE act -5.7, UBC9 SUMO inh 17.9, pCIP destab -0.4, VIM-2 inhibitor -1.8, IMP-1 inh -2.5, DNA FID counter -18.0, NS3 helicase inh 13.4 and PHOSPHO1 block 16.1.
`COc1cc2c(=O)n(Cc3ccco3)c(=O)n(CC(=O)c3ccc(Br)cc3)c2cc1OC` gave IDE act -0.5, UBC9 SUMO inh 5.0, pCIP destab -6.9, VIM-2 inhibitor -1.1, IMP-1 inh -1.4, DNA FID counter -1.9, NS3 helicase inh 0.2, PHOSPHO1 block 3.7 and MEKK3 PB1 HTS 102.0.
For COc1ccc(S(=O)(=O)N2CCCCC2)cc1NC(=O)C1CSC2(C)CCC(=O)N12 (stereo unspecified) the results were IDE act 7.7, UBC9 SUMO inh -1.1, pCIP destab -3.7, VIM-2 inhibitor -0.5, IMP-1 inh -2.9, DNA FID counter -22.1, NS3 helicase inh -4.7 and MEKK3 PB1 HTS 96.0.
COC(=O)C1CC(=O)N(c2ccc(OCc3ccccc3Cl)cc2)C1 (stereo unspecified) was read as IDE act 5.2, UBC9 SUMO inh 19.0, pCIP destab 1.3, VIM-2 inhibitor -3.0, IMP-1 inh -3.0, DNA FID counter -24.5, NS3 helicase inh -4.5, PHOSPHO1 block 28.7 and MEKK3 PB1 HTS 104.0.
`CN=C1SC(CC(=O)Nc2cc(Cl)ccc2Cl)C(=O)N1C` (stereo unspecified) gave IDE act -3.8, UBC9 SUMO inh -8.4, pCIP destab 0.7, VIM-2 inhibitor -1.7, IMP-1 inh -5.5, DNA FID counter -4.0, NS3 helicase inh -4.7, PHOSPHO1 block 20.4 and MEKK3 PB1 HTS 101.0.
Screening COc1cc(N2C(=O)c3ccccc3C2=O)c(Cl)cc1C(=O)OCC(=O)N(C)C returned IDE act 1.5, UBC9 SUMO inh 6.7, pCIP destab 2.5, VIM-2 inhibitor -0.5, IMP-1 inh -0.7, DNA FID counter -11.6, NS3 helicase inh -7.7, PHOSPHO1 block -27.4 and MEKK3 PB1 HTS 96.0.
For Cc1cc(O)c2/c(=N\N)c(-c3csc(C)n3)coc2c1 the results were IDE act 5.0, UBC9 SUMO inh -25.2, pCIP destab 2.0, VIM-2 inhibitor 1.5, IMP-1 inh 0.8, DNA FID counter -8.1, NS3 helicase inh -6.3, PHOSPHO1 block -4.9 and MEKK3 PB1 HTS 105.0.
For O=Cc1cn(-c2ccccc2)nc1-c1ccc2c(c1)OCCO2 the results were IDE act -0.3, UBC9 SUMO inh 4.9, pCIP destab 5.4, VIM-2 inhibitor -0.6, IMP-1 inh -1.3, DNA FID counter -0.5, NS3 helicase inh -12.1, PHOSPHO1 block 11.3 and MEKK3 PB1 HTS 114.0.
COc1cc(C(=O)NCCOc2ccccc2C)cc(OC)c1OC was read as IDE act 2.1, UBC9 SUMO inh 12.8, pCIP destab -11.9, VIM-2 inhibitor -4.0, IMP-1 inh -2.6, DNA FID counter -29.7, NS3 helicase inh -2.0, PHOSPHO1 block 19.5 and MEKK3 PB1 HTS 105.0.
`CC(C)(CO)NCc1c(OCc2ccc(Cl)cc2)ccc2ccccc12` gave IDE act 6.3, UBC9 SUMO inh -7.0, pCIP destab 12.0, VIM-2 inhibitor -0.6, IMP-1 inh -1.1, DNA FID counter 29.8, NS3 helicase inh -53.4, PHOSPHO1 block 49.6 and MEKK3 PB1 HTS 102.0.
COC(=O)C/C(N)=C(\C#N)C(=O)OC was read as IDE act 11.5, UBC9 SUMO inh -11.6, pCIP destab -3.3, VIM-2 inhibitor -3.2, IMP-1 inh -3.7, DNA FID counter -3.2, NS3 helicase inh -1.3, PHOSPHO1 block 16.0 and MEKK3 PB1 HTS 100.0.
For Cc1cccc(NC(=O)CS(=O)(=O)Cc2ccccc2)n1 the results were IDE act -3.2, UBC9 SUMO inh -2.6, pCIP destab -3.9, VIM-2 inhibitor 0.7, IMP-1 inh -2.3, DNA FID counter 1.2, NS3 helicase inh 9.4, PHOSPHO1 block -1.4 and MEKK3 PB1 HTS 95.0.
For O=C(CNC(=O)C1COc2ccccc2O1)N/N=C\c1ccccc1Cl (stereo unspecified) the results were IDE act 3.9, pCIP destab -5.3, VIM-2 inhibitor -0.6, IMP-1 inh -2.7, DNA FID counter -34.9, NS3 helicase inh 4.0, PHOSPHO1 block 46.9 and MEKK3 PB1 HTS 102.0.
COc1ccc(-c2noc(CN(C(=O)c3ccc4c(c3)OCO4)C(C)C)n2)cc1 was read as IDE act 1.5, UBC9 SUMO inh -6.4, pCIP destab -3.9, VIM-2 inhibitor 0.4, IMP-1 inh -0.9, DNA FID counter -31.0, NS3 helicase inh 8.4, PHOSPHO1 block 26.5 and MEKK3 PB1 HTS 97.0.
`O=C(NCCCO)c1ccc2[nH]c3ccccc3c2c1` gave IDE act 4.1, UBC9 SUMO inh 14.7, pCIP destab -4.6, VIM-2 inhibitor -0.8, IMP-1 inh -2.2, DNA FID counter 0.4, NS3 helicase inh -3.3, PHOSPHO1 block 4.0 and MEKK3 PB1 HTS 99.0.
O=C(COc1ccccc1Cl)NNC(=O)c1cc(S(=O)(=O)N2CCOCC2)ccc1N1CCCC1 was read as IDE act 8.0, UBC9 SUMO inh -3.1, pCIP destab 6.4, VIM-2 inhibitor -2.1, IMP-1 inh -2.7, DNA FID counter -32.0, NS3 helicase inh -0.5, PHOSPHO1 block 32.6 and MEKK3 PB1 HTS 99.0.
CSc1ccccc1NS(=O)(=O)c1ccc2c(c1)OCCO2 was read as IDE act 4.0, UBC9 SUMO inh -6.3, pCIP destab -3.4, VIM-2 inhibitor -2.8, IMP-1 inh -7.8, DNA FID counter -7.2, NS3 helicase inh -7.7, PHOSPHO1 block -23.9 and MEKK3 PB1 HTS 101.0.
`Cc1cc(C)cc(NC(=O)CC2Oc3ccc(C)cc3NC2=O)c1` (stereo unspecified) gave IDE act -2.3, UBC9 SUMO inh 23.4, pCIP destab -7.1, VIM-2 inhibitor -4.5, IMP-1 inh -1.7, DNA FID counter -17.2, NS3 helicase inh -22.9, PHOSPHO1 block 6.9 and MEKK3 PB1 HTS 105.0.
For Cc1ccc(/C=N/NC(=O)c2nnn(-c3nonc3N)c2C)o1 the results were IDE act 0.2, UBC9 SUMO inh 2.1, pCIP destab -1.8, VIM-2 inhibitor -2.1, IMP-1 inh -2.9, DNA FID counter -12.3, NS3 helicase inh 0.7, PHOSPHO1 block 21.8 and MEKK3 PB1 HTS 103.0.
`Cn1c(SCC(=O)NNC(=O)Cc2ccccc2)nnc1-c1ccccc1` gave IDE act 5.0, UBC9 SUMO inh 7.8, pCIP destab -2.8, VIM-2 inhibitor -2.8, IMP-1 inh -3.2, DNA FID counter -19.0, NS3 helicase inh -8.6, PHOSPHO1 block 23.1 and MEKK3 PB1 HTS 102.0.
Cc1[nH]c(=O)[nH]c(=O)c1S(=O)(=O)N1CCC(C(=O)N2CCN(c3cccc(C(F)(F)F)c3)CC2)CC1 was read as IDE act -0.2, UBC9 SUMO inh 18.9, pCIP destab 0.4, VIM-2 inhibitor -2.3, IMP-1 inh -4.0, DNA FID counter -25.6, NS3 helicase inh -2.0, PHOSPHO1 block 39.9 and MEKK3 PB1 HTS 96.0.
For Cc1ccc(CC2CC(=O)N(c3nc4ccccc4s3)C2=O)cc1 (stereo unspecified) the results were IDE act -0.1, UBC9 SUMO inh -1.8, pCIP destab 6.7, VIM-2 inhibitor -1.4, IMP-1 inh -4.3, DNA FID counter -33.5, NS3 helicase inh 15.6, PHOSPHO1 block 5.3 and MEKK3 PB1 HTS 76.0.
CC(=O)Nc1nc(C(F)(F)F)cs1 was read as IDE act -0.5, UBC9 SUMO inh 8.2, pCIP destab -2.3, VIM-2 inhibitor -2.1, IMP-1 inh -1.3, DNA FID counter -4.0, NS3 helicase inh 2.6, PHOSPHO1 block -1.0 and MEKK3 PB1 HTS 97.0.
For CCc1ccc(/C=N/NC(=O)c2nnn(-c3nonc3N)c2CN2CCc3ccccc32)cc1 the results were IDE act -1.6, UBC9 SUMO inh -8.3, pCIP destab -0.8, VIM-2 inhibitor -1.9, IMP-1 inh -3.8, DNA FID counter -22.3, NS3 helicase inh -6.6, PHOSPHO1 block 23.3 and MEKK3 PB1 HTS 102.0.
Cc1ccccc1-n1nc(SCC(=O)O)sc1=S was read as IDE act -2.3, UBC9 SUMO inh 8.1, pCIP destab 6.3, VIM-2 inhibitor -0.9, IMP-1 inh -0.7, DNA FID counter 3.0, NS3 helicase inh -9.6, PHOSPHO1 block 47.7 and MEKK3 PB1 HTS 80.0.
Cc1cc(C(=O)COC(=O)CN=C2NS(=O)(=O)c3ccccc32)c(C)n1CCc1ccc(Cl)cc1 was read as IDE act 0.5, UBC9 SUMO inh -13.5, pCIP destab 0.6, VIM-2 inhibitor -0.2, IMP-1 inh -2.7, DNA FID counter -9.7, NS3 helicase inh -8.1, PHOSPHO1 block -5.7 and MEKK3 PB1 HTS 96.0.
`Cc1ccc2c(c1)N(CC(=O)N1CCCCC1c1cccnc1)C(=O)CO2` (stereo unspecified) gave IDE act -5.6, UBC9 SUMO inh 5.6, pCIP destab -10.1, VIM-2 inhibitor -0.4, IMP-1 inh -3.5, DNA FID counter 5.0, NS3 helicase inh 2.9, PHOSPHO1 block 11.4 and MEKK3 PB1 HTS 106.0.
`COc1ccc(S(=O)(=O)NNC(=O)c2ccc([N+](=O)[O-])cc2)cc1` gave IDE act 7.2, UBC9 SUMO inh -10.3, pCIP destab 11.4, VIM-2 inhibitor 0.0, IMP-1 inh -1.1, DNA FID counter 2.9, NS3 helicase inh 10.6, PHOSPHO1 block -24.0 and MEKK3 PB1 HTS 102.0.
`Cc1cc(NC(=O)COC(=O)c2cc3c(s2)CCC(C)C3)no1` (stereo unspecified) gave IDE act 3.8, UBC9 SUMO inh 18.0, pCIP destab 2.0, VIM-2 inhibitor -2.4, IMP-1 inh -1.7, DNA FID counter -10.3, NS3 helicase inh -1.6, PHOSPHO1 block -24.9 and MEKK3 PB1 HTS 100.0.
`CCN1C(=O)/C(=C/c2ccc(OC)c(OC)c2)N=C1SCC(=O)NCc1ccco1` gave IDE act 0.7, UBC9 SUMO inh -13.5, pCIP destab 8.3, VIM-2 inhibitor -2.2, IMP-1 inh -1.2, DNA FID counter -15.2, NS3 helicase inh 2.2, PHOSPHO1 block 2.1 and MEKK3 PB1 HTS 107.0.

Only part of the results is shown. The share of hits here may be higher or lower than overall.
